From PubChem BioAssay
ERp5 block: blocks human ERp5 reductase activity on insulin | actives 0.05% (n = 350,000) | inhibition, % at 9.99 µM | ERp5 insulin aggregation, absorbance 650 nm, 90 min | Q15084;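 active = mean replicate inhibition above about 25%, with every replicate also reaching it, limit read from the data, passing the limit was not always enough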
Target sequence (Q15084 whole entry, looked up): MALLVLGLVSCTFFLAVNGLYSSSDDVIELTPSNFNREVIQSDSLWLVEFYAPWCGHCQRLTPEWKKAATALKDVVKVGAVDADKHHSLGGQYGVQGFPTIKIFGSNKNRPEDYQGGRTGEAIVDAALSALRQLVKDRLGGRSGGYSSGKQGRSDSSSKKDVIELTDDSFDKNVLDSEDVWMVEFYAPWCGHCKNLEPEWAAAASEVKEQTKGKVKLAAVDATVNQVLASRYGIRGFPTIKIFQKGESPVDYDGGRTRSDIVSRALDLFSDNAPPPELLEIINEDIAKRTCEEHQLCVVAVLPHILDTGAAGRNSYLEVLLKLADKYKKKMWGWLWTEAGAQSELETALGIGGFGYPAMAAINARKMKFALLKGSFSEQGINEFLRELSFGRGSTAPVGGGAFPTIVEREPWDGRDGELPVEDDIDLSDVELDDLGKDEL
E-sel inducer: E-selectin induction on HUVECs; HUVEC E-selectin immunofluorescence imaging; normalized: neutral wells 0, TNF-alpha wells 100; activation, % at 7.58 µM; actives 0.37% (n = 260,000); P16581; AID 686992;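 active = mean E-selectin-positive cell signal at least 10% of the positive control, reached in at least 60% of replicates, without over 20% cell loss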;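 also: in these data hits start at about 27%; measured in HUVEC primary endothelial cells; signal is the percent of cells scored E-selectin positive by PE staining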
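System: HUVEC, human umbilical vein endothelial cells; quantity: 3,000 cells/well; buffer or medium: EGM-2 medium, gelatin-coated wells; dosing: single-point compound dose; detection: immunofluorescence imaging; evaluation: % PE-positive cells; benchmarks: TNF-alpha, DMSO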
ARNT-TACC3 inh: disrupts binding between human ARNT and TACC3 | actives 0.66% (n = 390,000) | Q9Y6A5 | inhibition, % at 9.99 µM | AID 623870 | AlphaScreen His-ARNT PAS-B/GST-TACC3 binding, luminescence; TACC3 fragment carries E629A point mutation;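 active = mean inhibition of replicates at least 50% and at least half of replicates each reaching 50%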;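 also: 0% = complete ARNT plus TACC3 wells and 100% = ARNT alone without TACC3; many hits fall short of the cut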
PglD inh: inhibitors of Campylobacter jejuni PglD acetyltransferase; purified PglD enzyme, DTNB colorimetric CoA detection; inhibition, % at 12.5 µM; actives 0.098% (n = 360,000); in the data active = inhibition above about 16%, passing the limit was not always enough; also: strong numbers were not always called active
CASP6 VEID inh: caspase-6 (human) enzyme inhibition; P55212; inhibition, % at 12.5 µM; purified caspase-6, Z-VEID-R110 cleavage fluorescence; actives 0.53% (n = 350,000);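 active = mean inhibition across replicates at least about 35%, with every replicate also reaching that limit, limit read from the data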;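 also: 0% = median of neutral control wells and 100% = no fluorescence left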
esBAF inh: blocks esBAF chromatin remodeling in mouse ES cells; Bmi1-luciferase knock-in reporter, 24 h; 100% = twice the neutral-well signal; reporter increase, % at 12.5 µM; actives 2% (n = 350,000); in the data active = activation above about 40%;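 also: 0% = median of the plate's neutral control wells and 100% = double that signal; a rise in the Bmi1 reporter signal indicates esBAF inhibition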
RAD52 anneal inh: blocks human RAD52 DNA annealing | P43351 | recombinant RAD52 DNA annealing, FRET fluorescence | inhibition, % at 18.7 µM | actives 0.46% (n = 360,000) | AID 651710;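 active = every replicate showing at least 50% inhibition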
Target sequence (P43351 whole entry, looked up): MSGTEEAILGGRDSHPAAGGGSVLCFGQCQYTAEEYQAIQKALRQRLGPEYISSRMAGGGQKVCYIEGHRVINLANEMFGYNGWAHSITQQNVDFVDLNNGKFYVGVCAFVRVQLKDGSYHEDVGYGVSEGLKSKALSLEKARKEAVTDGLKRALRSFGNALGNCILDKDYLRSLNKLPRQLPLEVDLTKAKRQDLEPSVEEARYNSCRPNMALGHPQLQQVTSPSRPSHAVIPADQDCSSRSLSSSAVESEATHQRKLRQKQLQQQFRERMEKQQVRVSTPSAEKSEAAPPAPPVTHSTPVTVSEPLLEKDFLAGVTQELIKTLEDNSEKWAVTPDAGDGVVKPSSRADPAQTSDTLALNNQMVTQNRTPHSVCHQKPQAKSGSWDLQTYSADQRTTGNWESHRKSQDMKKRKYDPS
RAD54 branch: blocks human RAD54 Holliday junction branch migration. Q92698. actives 0.14% (n = 360,000). FAM/BHQ fluorescence. inhibition, % at 10.4 µM. AID 602329;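 active = mean normalized replicate activity at least 40 and at least half of replicates scoring 40 or more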;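 also: 0% = median of neutral control wells and 100% = median of positive control wells; inhibitors cause a drop in the FAM fluorescence signal; in these data hits start at about 50%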
Starred values were filed as active, the others as inactive; nt = not tested or not shown; & = joins results of further samples.

SMILES | ERp5 block | E-sel inducer | ARNT-TACC3 inh | PglD inh | CASP6 VEID inh | esBAF inh | RAD52 anneal inh | RAD54 branch
CCOc1ccccc1NC(=O)CCN1CCN(S(=O)(=O)c2ccc(OC)cc2)CC1 | nt | nt | 2.1 | -6.2 | nt | -4.5 | nt | 7.5
COC(=O)C(Cc1cnc(Cl)s1)(C(=O)OC)c1ccc(C(F)(F)F)cc1[N+](=O)[O-] | nt | nt | -21.1 | -5.2 | nt | 4.3 | nt | -4.9
CN1C(=O)c2cc(NC(=O)c3ccc(C(F)(F)F)cc3)ccc2OC[C@@H]2O[C@@H](CC(=O)O)CC[C@H]21 | -3.2 | 0.0 | 6.7 | 0.7 | -0.4 | -6.9 | 7.2 | -12.5
CCOC(=O)Cn1nnnc1C(CC)N(Cc1cc2ccc(C)cc2[nH]c1=O)C1CCCC1 (stereo unspecified) | nt | nt | -4.4 | 4.7 | nt | -7.1 | nt | 5.2
CC1CCN(C(=O)COC(=O)c2ccccc2NC(=O)c2ccco2)CC1 | -0.4 | nt | 3.5 | nt | 0.3 | nt | -11.8 | nt
Cc1cc(C)c(C(N)=O)c(Nc2ccc(F)cc2)n1 | 0.0 | nt | -0.5 | 5.5 | -0.9 | -5.8 | -13.6 | -7.9
Cc1cccc(NC(=S)N(C)C2CCCCC2)c1 | 2.7 | nt | nt | 2.8 | 0.8 | 3.5 | -19.7 | -3.2
Cc1cccc(COCC(Cc2ccccc2)N2CCN(C(=O)c3cc(Cl)cc(Cl)c3)CCC2=O)c1 (stereo unspecified) | nt | nt | -4.6 | -1.2 | nt | -1.5 | nt | 9.8
Cc1noc(C)c1S(=O)(=O)Nc1cccc2c1O[C@@H](CN(C)C(=O)Nc1ccc(F)cc1)[C@@H](C)CN([C@@H](C)CO)C2=O | -3.9 | -0.2 | -0.5 | -2.8 | -4.1 | -1.1 | -5.8 | 9.4
CCOC(=O)c1cc(C)sc1NC(=O)CN1CCN(C(=O)C2CCCO2)CC1 (stereo unspecified) | -0.5 | -0.4 | 3.0 | -1.2 | 5.1 | -6.2 | -2.9 | 8.4
O=C(CC[C@H]1O[C@@H](n2ccc(=O)[nH]c2=O)[C@H](O)[C@@H]1O)NCc1ccccc1 | 6.2 | -0.1 | nt | -2.6 | 3.1 | -3.2 | -15.1 | 3.8
COc1ccc2c(c1)C(=O)Nc1cc(Cl)ccc1N2 | nt | nt | 5.3 | 2.7 | -1.4 | nt | -2.9 | 4.2

Looked up one by one from above, 3 records:
SMILES | ERp5 block | E-sel inducer | ARNT-TACC3 inh | PglD inh | CASP6 VEID inh | esBAF inh | RAD52 anneal inh | RAD54 branch
Cc1cccc(NC(=S)N(C)C2CCCCC2)c1 | 2.7 | nt | nt | 2.8 | 0.8 | 3.5 | -19.7 | -3.2
Cc1cc(C)c(C(N)=O)c(Nc2ccc(F)cc2)n1 | 0.0 | nt | -0.5 | 5.5 | -0.9 | -5.8 | -13.6 | -7.9
O=C(CC[C@H]1O[C@@H](n2ccc(=O)[nH]c2=O)[C@H](O)[C@@H]1O)NCc1ccccc1 | 6.2 | -0.1 | nt | -2.6 | 3.1 | -3.2 | -15.1 | 3.8

(listing goes on)
SMILES | ERp5 block | E-sel inducer | ARNT-TACC3 inh | PglD inh | CASP6 VEID inh | esBAF inh | RAD52 anneal inh | RAD54 branch
Cc1ccc(CCNC(=O)Cn2cccc2)cc1 | nt | nt | -8.8 | 3.3 | nt | 8.8 | nt | -27.5
Cc1ccc2nc(NS(C)(=O)=O)sc2c1 | 6.4 | 3.0 | 0.4 | -3.8 | -1.1 | 2.4 | -24.8 | -1.5
CC(C)COC(=O)C1[C@H]2C(=O)N(Cc3cccs3)C[C@]23C=C[C@H]1O3 (stereo partly specified) | nt | nt | 1.2 | -0.4 | nt | -1.2 | nt | 9.5
COCc1cc(N2CCN(C(=O)OC(C)(C)C)C[C@@H]2C)ccc1N1CCN(Cc2ccccc2)[C@H](C)C1 | 0.5 | 0.5 | nt | nt | -5.3 | nt | -3.2 | nt
CC1=C(C(=O)N(C)C)CC(CC(=O)NCC2CCCCC2)C(=O)N1Cc1ccc(C(C)(C)C)cc1 (stereo unspecified) | -0.4 | 0.0 | nt | -3.7 | -1.1 | -6.6 | 6.2 | -2.7
CCOC(=O)N1CCN(C(=O)CSc2ccc(-c3ccc(OC)cc3)nn2)CC1 | 7.2 | nt | -1.1 | nt | 3.9 | nt | -10.5 | nt
C[C@@H]1CN([C@H](C)CO)C(=O)c2cc(C#Cc3ccccc3F)cnc2O[C@H]1CN(C)S(=O)(=O)c1ccccc1 | -6.0 | -0.3 | -8.2 | 2.8 | -2.2 | 1.2 | -12.2 | 4.6
COc1ccc(-c2ccc([C@@H]3[C@@H](CO)N4C(=O)CN(C(=O)C5CCCC5)C[C@@H]34)cc2)cc1 | -1.2 | 0.0 | nt | nt | -0.4 | nt | 8.9 | nt
Cc1ccc(S(=O)(=O)Nc2ccc(F)c(F)c2O)cc1 | 2.1 | -0.2 | nt | nt | -0.4 | nt | -9.4 | nt
CCOc1ccccc1N1CCN(C(=O)COc2ccc3c(C)cc(=O)oc3c2)CC1 | -6.1 | 1.4 | -3.0 | nt | -1.7 | nt | -13.5 | nt
CC(C#N)Sc1ccc(S(=O)(=O)N(C)C2CCCCC2)cn1 (stereo unspecified) | -1.1 | nt | -5.5 | -0.3 | 1.5 | -2.5 | -52.7 | -2.7
N#Cc1cc2c(nc1SCc1ccc(Cl)cc1)CCCC2 | 4.2 | nt | -1.8 | 0.5 | -0.7 | 0.4 | -11.2 | -18.6
CCC(=O)N(C)C[C@@H]1Oc2cc(C#CC(C)C)ccc2S(=O)(=O)N([C@H](C)CO)C[C@H]1C | -1.5 | -0.2 | 6.0 | -0.4 | -1.2 | 3.0 | -1.3 | -0.1
c1ccc(-c2nnc(C(c3ccccc3)c3ccccc3)o2)cc1 | -6.1 | nt | -2.3 | nt | -2.7 | nt | -4.6 | nt
O=[N+]([O-])c1cc2ccccc2nc1-c1ccccc1 | -3.2 | 0.6 | -0.6 | -7.0 | 5.5 | -3.4 | 2.3 | 8.6
CC(=O)Nc1ccc(SCC(=O)Nc2ccccc2-c2ccccc2)cc1 | 3.9 | nt | -21.1 | 20.3* | 3.5 | nt | -14.8 | -9.5
Cc1ccc(S(=O)(=O)N2C[C@@H]3N[C@H](C2)C3c2ccc(/C=C/c3ccccc3)cc2)cc1 (stereo partly specified) | 0.4&1.2 | -0.2&-0.1 | nt | nt | 2.0&1.1 | nt | -3.5&-0.6 | nt
Cc1c(C(=O)N(C)c2cccc(Cl)c2)cnn1-c1ccccc1 | -0.9 | nt | -8.3 | 5.6 | 1.7 | 5.3 | -17.4 | -6.2
O=C(CCC(=O)c1cccs1)NC(c1ccccc1)c1ccccc1 | nt | nt | -3.6 | 4.2 | nt | -7.9 | nt | 12.5
CCN(C[C@H]1N[C@@](C)(C(=O)OC)[C@H]2C(=O)N(C)C(=O)[C@@H]12)C(=O)Nc1ccc(OC)cc1 | -10.8 | 0.1 | -3.0 | 2.2 | 6.8 | -0.2 | -13.9 | -2.4
O=C(O)CN1C(=O)/C(=C\c2cc(Br)ccc2OCc2ccc([N+](=O)[O-])cc2)SC1=S | -0.1 | nt | 36.8 | -3.3 | 54.8* | 13.2 | -2.2 | 0.1
O=C(CCCc1ccccc1)NCc1ccccc1Cl | 1.9 | 0.1 | -12.7 | -2.5 | -1.5 | 11.5 | -7.1 | -4.3
CC(C)(C)c1ccc(-c2noc(CCC(=O)NCc3ccco3)n2)cc1 | 1.8 | -1.1 | -4.7 | nt | 0.8 | nt | -6.0 | nt
CCN(CC)S(=O)(=O)c1cc(C(=O)O)ccc1OC | -0.1 | 2.5 | 16.8 | 2.8 | -4.1 | 9.0 | -3.7 | -4.6
CCOCCC(=O)Nc1cc(Cl)ccc1OC | nt | nt | 0.7 | -2.9 | nt | -4.6 | nt | -1.4
Cc1ccccc1-c1csc(C(C)(O)c2ccccc2)n1 (stereo unspecified) | 1.7 | 0.0 | nt | -6.3 | -1.6 | -10.3 | 4.4 | -0.1
CCOc1ccc(C(C)=O)cc1COc1ccc(C)nc1[N+](=O)[O-] | 0.8 | nt | -13.8 | 0.3 | -5.7 | -8.0 | -3.3 | 2.3
COCC(=O)N(C)C[C@H]1N[C@@](C)(C(=O)OC)[C@H]2C(=O)N(Cc3ccccc3)C(=O)[C@@H]12 | 0.6 | 0.0 | -11.5 | 3.6 | 0.9 | -3.2 | -12.9 | -0.4
O=[N+]([O-])c1cc2cccnc2c2ncccc12 | nt | nt | nt | -2.4 | 3.9 | nt | -15.5 | 9.9
c1ccc(CCc2cccnc2)cc1 | 1.1 | 0.2 | 3.8 | -7.9 | -4.7 | 8.2 | -31.9 | 4.4
CC(C)CNC(=O)NC(=O)CSc1nc2ccccc2n1CC(C)C | nt | nt | 1.1 | -18.4 | nt | 3.4 | nt | -0.2
CO[C@H](CN(C)CC1CCOCC1)[C@@H](C)CN(C(=O)Nc1ccc(F)cc1)[C@H](C)CO | 3.9 | 0.0 | 0.4 | -0.4 | -7.3 | 3.7 | -14.2 | 2.2
C[C@H](CO)N1C[C@H](C)[C@@H](CN(C)C(=O)C2CCOCC2)Oc2ncc(-c3cccc(C#N)c3)cc2C1=O | 0.8 | 0.0 | -4.6 | -2.2 | -0.7 | -3.9 | 0.6 | -16.1
COCC(=O)N1[C@H](CO)[C@H]2c3ccccc3N(C(=O)c3ccncc3)C[C@H]21 | -7.5 | 0.4 | -4.2 | 0.3 | 5.5 | 3.0 | -7.0 | -0.6
CN1CCN(Cc2nc3c(c(=O)[nH]c(=O)n3C)n2CCc2ccccc2)CC1 | 3.8 | 0.3 | -2.0 | -2.1 | -0.6 | -0.3 | -7.5 | -10.7
CN1CCN(C(=O)C[C@H]2C[C@@H]3c4cc(NS(C)(=O)=O)ccc4O[C@@H]3[C@@H](CO)O2)CC1 | 0.4 | 0.0 | 0.0 | -3.3 | -18.2 | 1.2 | 0.1 | -1.2
CCCCNC(=O)CSc1nc2cc3c(cc2c(=O)n1Cc1ccco1)OCO3 | 0.0 | 6.2 | 0.0 | 1.8 | -7.5 | 8.2 | -0.2 | 8.7
Cn1ccsc1=NC(=O)c1ccc(S(C)(=O)=O)c([N+](=O)[O-])c1 | -1.5 | -0.3 | 6.7 | 4.0 | -3.1 | nt | -12.8 | 12.7
CC(=O)N1CCN(C(=O)c2ccc(-c3cccc(C(F)(F)F)c3)o2)CC1 | 4.4 | 3.0 | 6.2 | 3.8 | 1.2 | -1.0 | -7.1 | -12.2
Cc1ccc(-c2ccc3c(c2)O[C@@H](CN(C)Cc2cccnc2)[C@@H](C)CN([C@H](C)CO)S3(=O)=O)cc1 | 12.4 | -0.4 | 3.5 | 0.1 | -1.2 | -2.1 | 2.2 | -1.3
NC(=O)c1ccc(C(F)(F)F)cn1 | -1.5 | -1.6 | nt | 9.8 | 3.0 | -2.4 | -11.7 | -3.2
COc1cc(S(N)(=O)=O)c(OC)cc1N | 1.6 | 0.0 | -5.9 | 0.1 | 1.1 | 0.8 | -17.2 | -2.8
CCOc1ccccc1-c1cc(C(=O)N/N=C(\C)c2cccnc2)c2ccccc2n1 | -0.9 | nt | -4.9 | 3.3 | 1.7 | nt | -6.0 | 6.2
Clc1cccc(Cl)c1OCCCCN1CCCCC1 | -1.8 | 0.0 | -24.8 | -1.9 | -1.6 | -2.9 | 0.1 | 4.8
CO[C@H]1CN(C)C(=O)c2cc(NC(C)=O)ccc2OC[C@@H](C)NC[C@H]1C | 4.7 | 0.3 | -5.4 | -2.3 | 0.5 | -2.1 | -3.4 | -2.0
Oc1[nH]c2ccccc2c1C1=NCCCCC1 | 2.0 | nt | -10.4 | 0.5 | 0.6 | 1.1 | -11.8 | -2.4
Cc1ccc(C(C)C)c(OCC(=O)N2CCN(c3ncccn3)CC2)c1 | -0.8 | nt | 2.2 | -6.0 | 2.8 | 5.0 | -12.9 | -1.6

Outcome played no part in choosing rows; about 3.2% have a hit in one of these screens.
